Pol eta inh – qHTS for Inhibitors of Polymerase Eta; DNA polymerase eta (Homo sapiens), Q9Y253; recombinant Pol eta, fluorescent DNA replication assay; Potency, µM (series often up to 114 µM), for inactives: at the top dose activity change, negative = inhibition, usual class: inhibitors; 390,000 compounds, 1.2% hits; also: potency is read from the fitted curve at half-maximal effect; % is scaled to controls: 0 for no effect and ±100 for the full control effect
Target sequence (Q9Y253 whole entry, looked up): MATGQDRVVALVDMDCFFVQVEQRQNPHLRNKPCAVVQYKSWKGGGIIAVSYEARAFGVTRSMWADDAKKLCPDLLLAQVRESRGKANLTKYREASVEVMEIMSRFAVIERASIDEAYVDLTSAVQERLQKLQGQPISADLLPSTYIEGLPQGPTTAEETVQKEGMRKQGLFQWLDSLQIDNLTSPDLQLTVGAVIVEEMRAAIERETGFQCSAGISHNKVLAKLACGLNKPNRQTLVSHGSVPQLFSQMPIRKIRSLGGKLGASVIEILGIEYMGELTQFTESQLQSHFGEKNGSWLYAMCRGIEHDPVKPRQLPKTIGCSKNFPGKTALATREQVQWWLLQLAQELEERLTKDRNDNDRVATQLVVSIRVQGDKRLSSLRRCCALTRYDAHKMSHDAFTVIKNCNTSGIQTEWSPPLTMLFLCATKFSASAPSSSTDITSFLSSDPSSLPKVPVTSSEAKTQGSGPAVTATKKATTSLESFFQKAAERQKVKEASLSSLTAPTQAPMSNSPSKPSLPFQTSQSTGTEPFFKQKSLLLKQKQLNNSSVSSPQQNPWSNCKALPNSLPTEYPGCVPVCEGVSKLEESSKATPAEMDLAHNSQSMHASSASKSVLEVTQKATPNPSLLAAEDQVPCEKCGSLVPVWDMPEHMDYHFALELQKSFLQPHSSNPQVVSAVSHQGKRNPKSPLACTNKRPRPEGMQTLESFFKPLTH
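Pol eta (10 nM) was preincubated with compounds for 15 min at room temperature, after which fluorescent replication substrate (50 nM final) was added to start the reaction. Fluorescence was read kinetically at 0 and 10 min.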
Apoferritin bind – qHTS Assay for Identification of Novel General Anesthetics. Potency, µM (series often up to 77.5 µM), for the others: top-dose activity change, negative = displacement, most hits filed as inhibitors. Ferritin light chain (Equus caballus), P02791. 350,000 compounds, 0.074% hits. apoferritin/1-aminoanthracene competitive binding, fluorescence; also: potency is read from the fitted curve at half-maximal effect; % is scaled to controls: 0 for no effect and ±100 for the full control effect; nearly all actives have a fitted effect of over 20% in size
Target sequence (P02791 2-175 limits assumed): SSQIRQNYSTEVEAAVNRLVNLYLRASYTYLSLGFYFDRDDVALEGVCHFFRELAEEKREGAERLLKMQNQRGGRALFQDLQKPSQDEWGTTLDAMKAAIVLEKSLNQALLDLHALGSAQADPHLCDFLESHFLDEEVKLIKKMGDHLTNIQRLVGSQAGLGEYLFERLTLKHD
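10 uM apoferritin + 50% sat. 1-AMA, PBS; cpd 10 min RT; Ex380/Em535 endpoint; normalized to free probe vs complex; 4-param Hill fit; propofol titration as pos. ctrl.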
Pol beta inh – qHTS Assay for Inhibitors of DNA Polymerase Beta; 340,000 compounds, 1.3% hits; P06746; Pol beta primer extension/strand displacement, fluorescence kinetic; Potency, µM (titrated, usually from 114 µM), without a hit: at the highest dose activity change, negative = inhibition, most hits filed as inhibitors; also: potency is read from the fitted curve at half-maximal effect; % is scaled to controls: 0 for no effect and ±100 for the full control effect
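10 nM enzyme + cpd, 15 min RT; start with substrate 50 nM final; read 0 min and after 10 min RT. Corrected, normalized data; 4-parameter Hill curve fit.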
Glioma ERSR ind – qHTS for Inducers of the Endoplasmic Reticulum Stress Response (ERSR) in Human Glioma: qHTS | 420,000 compounds, 0.02% hits | Potency, µM, without a hit: top-dose activation, most hits filed as activators | AID 602332, 2012 | U87-MG GRP78 promoter luciferase reporter, 16 h; also: potency is read from the fitted curve at half-maximal effect; series mostly up to about 76 µM; % of control where 0% means no effect; nearly all actives have a fitted effect of over 35% in size
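Stably transfected U87-MG glioma cells carrying a GRP78-based luciferase sensor; 16 h compound incubation. Luminescence end-point read 10 min after Bright-Glo addition at room temperature.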
BLM inh – qHTS Assay for Inhibitors of Bloom's syndrome helicase (BLM); RecQ-like DNA helicase BLM (Homo sapiens), P54132; recombinant BLM DNA unwinding, fluorescence dequenching; Potency, µM (titrated, usually from 56.1 µM), without a hit: at the top dose activity change, negative = inhibition, actives largely listed as inhibitors; 350,000 compounds, 0.2% hits; AID 2528, 2010;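 also: potency is read from the fitted curve at half-maximal effect; plate controls were vehicle for no effect and no enzyme for full effect; nearly all actives have a fitted effect of over 35% in size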
APEX1 inh – qHTS Assay for Inhibitors of the Human Apurinic/apyrimidinic Endonuclease 1 (APE1) | 350,000 compounds, 0.35% hits | DNA repair nuclease/redox regulator APEX1 (Homo sapiens), P27695 | AID 2517, 2012 | Potency, µM (series often up to 65.8 µM), inactives show top-dose activity change, negative = inhibition, usual class: inhibitors | recombinant APE1, TAMRA/BHQ-2 abasic DNA cleavage fluorescence;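 also: potency is read from the fitted curve at half-maximal effect; plate controls were vehicle for no effect and reference inhibitor for full effect; nearly all actives have a fitted effect of over 55% in size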
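APE1 at 0.75 nM final was preincubated with compound 15 min at room temperature, then 50 nM double-stranded THF abasic-site substrate (5'-TAMRA/3'-BHQ-2) was added. Fluorescence (ex 525/em 598 nm) was read kinetically; third-minus-first read gave activity.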
POLK inh – qHTS for Inhibitors of Polymerase Kappa. 400,000 compounds, 0.53% hits. purified Pol kappa, fluorescent DNA synthesis assay, 10 min. Potency, µM (titrated, usually from 107 µM), for inactives: at the highest dose activity, negative = inhibition, hits mostly inhibitors; also: potency is read from the fitted curve at half-maximal effect; % is scaled to controls: 0 for no effect and ±100 for the full control effect
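10 nM Pol kappa preincubated 15 min at room temperature with compounds, then reaction started with substrate at 50 nM final. Fluorescence read kinetically at 0 and 10 min; buffer-only wells served as negative control.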
POLI inh – qHTS for Inhibitors of Polymerase Iota; DNA polymerase iota (Homo sapiens), Q9UNA4; Pol iota fluorescent replication assay, 10 min; Potency, µM (titrated, usually from 115 µM), without a hit: at the top dose activity, negative = inhibition, hits mostly inhibitors; 390,000 compounds, 1% hits; AID 588590, 2011; also: potency is read from the fitted curve at half-maximal effect
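Pol iota at 10 nM preincubated 15 min with compounds at room temperature; reaction started with fluorescent substrate, 50 nM final. Fluorescence read kinetically at 0 and 10 min; buffer-only wells as negative control.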
LDHA inh – qHTS assay for inhibitors of human lactate dehydrogenase | L-lactate dehydrogenase A chain (Homo sapiens), P00338 | purified LDHA, NADH/diaphorase-resazurin fluorescence; hits give low values | activity change, % (values are at about 110 or 230 µM) | 480,000 compounds, 0.15% hits | AID 1347041, 2019; in the data active = activity change below about -30%; inconclusive = mostly about -25% to -30%;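 also: plate controls were DMSO wells for no effect and wells without enzyme for full effect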
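Human LDH5 (2 nM) was incubated with 0.06 mM NADH and 0.2 mM pyruvate for 5 min at room temperature in Tris pH 7.4. Remaining NADH was coupled through diaphorase/resazurin, and resorufin fluorescence was read at 0 and 20 min.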
Active calls of the source: *; ? = inconclusive; / = not tested or not shown; & = joins results of further samples; [ ] = another dose, or the depositor's remark. Unless noted, calls follow the shape of the dose curve; as a rule, active = well fitted curve in the direction sought with a large enough effect; inconclusive = small, poorly fitted or top-dose-only effect, or another doubt; inactive = no such curve, though single readings can be large; an effect the other way counts as inactive or inconclusive. The list is partial; count on the stated rates, not on these rows.

Second line of a record – Pol eta inh	Apoferritin bind	Pol beta inh	Glioma ERSR ind	BLM inh	APEX1 inh	POLK inh	POLI inh	LDHA inh
1: CC1CN(Cc2ccccc2)c2nc3c(c(=O)n(CC(=O)O)c(=O)n3C)n2C1 (configuration not stated)
→ -2%	-1%	3%	-1%	1%	11%	-14%	13%	-3
2: CCOc1ccc(N=C(/C(C(=O)C(=O)N2CCOCC2)=C(\O)c2ccccc2)c2ccccc2)cc1
→ ?	-24%	0%	2%	0%	0%	-8%	8%	3
3: Cc1ccc(C)c(N2CCN(S(=O)(=O)c3ccc(C4CCCCC4)cc3)CC2)c1
→ -18%	39%[activator]	3%	-2%	-6%	/	-5%	2%	3
4: COc1cccc(OC)c1OCCN1CCN(C(=O)c2ccco2)CC1
→ -19%	-4%	12%	-1%	-1%	1%	-5%	1%	0
5: CC(=O)Nc1ccc(NC(=O)CSc2nc(=O)n3cccc(C)c3n2)cc1
→ ?	/	/	-2%	/	?	-1%	?	-15
6: C/C(CC(=O)Nc1cccc(C(F)(F)F)c1)=N\NC(=O)c1ccncc1
→ -16%	-16%	4%	-2%	-9%	11%	-6%	176%[activator]	-6
7: CCC1=Nc2cc(C(=O)N3CCC(C)CC3)ccc2Sc2ccc(C)cc21
→ -21%	?	-3%	-4%	-11%	/	-1%	10%	5
8: OCCCc1nc2ccccc2n1CCc1ccccc1
→ -12%	-4%	14%	-2%	-2%	5%	-9%	11%	-7
9: CC(NC(=O)c1ccccc1Cl)NC(=O)c1ccccc1Cl
→ 1%	-2%	18%	-3%	-3%	29%	-17%	-1%	0
10: OCCCc1nc2n(n1)C(c1cccs1)C=C(c1ccccc1)N2 (configuration not stated)
→ /	781%[activator]	-16%	/	4%	-5%	/	/	/
11: COCCNC(=O)c1ccccc1NC(=O)CCSc1ccccc1
→ 6%	-5%	2%	-2%	4%	1%	-1%	3%	-6
12: Cc1ccc(S(=O)(=O)N(CC(=O)NCc2cccnc2)c2ccc(F)cc2)cc1
→ 6%	-4%	37%	-2%	-3%	9%	0%	2%	-9
13: Cc1ccc(-n2c(=O)cc(NCc3cccnc3)[nH]c2=O)cc1
→ -11%	-2%	0%	-4%	-2%	0%	4%	38%[activator]	-7
14: CN(C)C(=O)CSc1ccccc1C(=O)OCC(=O)NC1CC1
→ -22%	/	/	1%	/	-11%	-6%	29%	-4
15: O=C(c1ccc2ccccc2c1)C1CCCN(S(=O)(=O)c2cccnc2)C1 (configuration not stated)
→ -9%	-16%	1%	-3%	-5%	?	-12%	128%[activator]	-1
16: O=C(NCc1nc2ccccc2[nH]1)C1=C[C@H](c2ccc(C(F)(F)F)cc2)C[C@H](OCCCCO)O1
→ -15%	/	/	-4%	/	/	-9%	5%	0
17: O=C(OCC(=O)c1ccc(S(=O)(=O)N2CCCC2)cc1)C1=COCCO1
→ -6%	-3%	3%	-1%	-4%	-1%	3%	-3%	0
18: CCOC(=O)c1c(C)n(-c2ccc(C)cc2)c2ccc(OCC(O)CNCCCO)cc12 (configuration not stated)
→ -20%	-20%	0%	-17%	52%[activator]	8%	-2%	47%[activator]	-3
19: FC(F)(F)c1cccc(-n2cc(-c3ccccc3)[nH]c2=S)c1
→ -18%	-22%	-19%	-7%	-8%	24%	-11%	151%[activator]	-3
20: COc1cc(C)nc(Oc2ccc(=O)[nH]n2)n1
→ -19%	-5%	7%	-6%	-1%	2%	-14%	-1%	-4
21: Cc1cc(C)cc(NC(=O)N2CCN(C/C=C/c3ccccc3)CC2)c1
→ -19%	-16%	4%	-2%	-3%	2%	-4%	39%	10
22: Cc1cccc(-c2nn(-c3ccccc3)cc2C(=O)NCC(c2cccs2)N2CCOCC2)c1 (configuration not stated)
→ -23%	/	/	2%	/	4%	-4%	19%	-3
23: O=C(CCC(=O)c1ccccc1)NCc1ccccc1
→ -14%	-18%	-1%	-4%	1%	10%	8%	22%	-3
24: FC(F)Oc1ccccc1NC(=S)NCc1ccco1
→ -10%	-10%	15%	-2%	-9%	-1%	0%	0%	-11
25: COc1ccc(NC(=O)CCCCCN2C(=O)[C@@H]3Cc4ccccc4CN3C2=O)cc1Cl
→ -14%	1%	21%	-1%	2%	24%	7%	3%	-1
26: O=C(C[n+]1cn(C(F)F)c2ccccc21)c1ccc(Br)cc1
→ -15%	-22%	-2%	2%	-14%	1%	-1%	35%[activator]	-6
27: COC(=O)NCC(c1ccc2c(c1)OCO2)N1CCN(c2ccc(OC)cc2)CC1 (configuration not stated)
→ -16%	-8%	-9%	-4%	0%	-2%	-20%	-6%	1
28: COc1ccc(CCC(=O)NC(C)C)cc1
→ -8%	-5%	7%	-1%	-1%	2%	-6%	10%	-3
29: COc1ccc(NC(=O)Cn2c3ccccc3c3nc4n(c(=O)c32)CCS4)cc1OC
→ -2%	7%	1%	-5%	-13%	-5%	-18%	-17%	-5
30: NC(=O)C1CCN(c2nc(-c3ccc(Br)cc3)cs2)CC1
→ -13%	-6%	27%	-1%&0%	-4%	7%&-4%&3%	11%&-8%&-11%	23%&145%&12%	-3&-4&-2
31: NC(=O)c1sc2nnc(-c3ccccc3)c(-c3ccccc3)c2c1N
→ -3%	-8%	2%	-4%	-1%	-3%	-4%	63%[activator]	-6
32: COc1ccc(NC(=O)Cn2nc(-c3ccccc3)c3cnc4ccc(C)cc4c32)cc1
→ 2%	-1%	7%	-2%	-10%	/	-6%	15%	-4
33: Cc1ccc(C)c(NC(=O)CN(C)C(=O)CN2C(=O)C3CCCCC3C2=O)c1 (configuration not stated)
→ -16%	/	/	0%	/	6%	1%	20%	-1
34: Cc1ccc(C)c(-n2c(N)c(C(N)=O)sc2=S)c1
→ -10%	-10%	-1%	-1%	2%	-3%	-6%	37%[activator]	-11
35: O=C(O)c1cc(N2C(=O)C3C4C=CC(C4)C3C2=O)ccc1N1CCOCC1 (configuration not stated)
→ -16%	1%	-12%	8%	-4%	-1%	-4%	100%[activator]	0
36: CC(C)(C)n1nnnc1C(c1cccs1)N(Cc1cccnc1)Cc1ccccc1Cl (configuration not stated)
→ -12%	11%	-17%	0%	-11%	-3%	-13%	-6%	-2
37: O=C(NCCc1ccccc1)c1ccccc1NC(=O)C1CCCCC1C(=O)O (configuration not stated)
→ /	-7%	-3%	/	-6%	5%	/	/	/
38: CC(=O)Nc1cccc(C(=O)NC(C)c2ccc(S(N)(=O)=O)cc2)c1 (configuration not stated)
→ -1%	-10%	-4%	2%	-4%	0%	-2%	2%	-2
39: Cc1nc2ccccn2c1C(=O)N/N=C/c1ccccc1
→ 1%	2%	49%	-1%	-1%	1%	-17%[60.1 µM]	3%	-5
40: CCn1cc(CNC(=O)C2C3CCC(C3)C2C(=O)O)cn1 (configuration not stated)
→ -1%	-10%	8%	-7%	1%	-8%	2%	7%	-7
41: COc1ccccc1CNC(=O)Cn1c(=O)oc2cc(S(=O)(=O)NCc3ccccc3)ccc21
→ -8%	0%	7%	-3%	3%	/	-17%[60.1 µM]	-8%	-3
42: CC1=C(CC(=O)O)c2cc(F)ccc2C1=Cc1ccc(S(C)(=O)=O)cc1
→ 0%	/	/	-3%	/	40%	-17%	42%[activator]	-5
43: Cc1ccc(NC(=O)CN2C(=O)N/C(=C/c3ccc(C)s3)C2=O)cc1
→ -24%	-14%	44%	3%	2%	16%	0%	32%[activator]	-6
44: Cc1cccn2c(=O)c3cc(C(=O)N4CCCC(C)C4)sc3nc12 (configuration not stated)
→ -10%	2%	12%	5%	-1%	6%	0%	15%	-5
45: Cc1cc(C(=O)NC2CCC(C)CC2)c(C)o1 (configuration not stated)
→ -12%	-6%	18%	5%	-7%	-1%	-1%	2%	-1
46: Cc1ccc2cc(CN(CCN3CCOCC3)Cc3nnnn3Cc3ccco3)c(=O)[nH]c2c1C
→ -17%	-22%	4%	-4%	0%	-3%	-13%	33%[activator]	-2
47: CCOC(=O)N1CCN(S(=O)(=O)c2ccc(C(=O)N(CCCN(C)C)c3nc4ccc(Cl)cc4s3)cc2)CC1
→ -18%	?	1%	-8%	1%	19%	-16%	34%[activator]	-15
48: CCC(=O)c1c[nH]c(C(=O)NCCCN2CCOCC2)c1
→ -10%	-8%	?	-3%	-1%	2%	6%	8%	0
49: CCOc1ccccc1N1CC(C(=O)Nc2ccc(S(=O)(=O)N3CCCCC3)cc2)CC1=O (configuration not stated)
→ -16%	/	/	-3%	/	17%	-17%	91%[activator]	0
50: COc1cccc(N2[C@@H](CC(=O)O)c3ccccc3S2(=O)=O)c1
→ -8%	/	/	-3%&-3%	/	/	-8%&-12%	-19%&-20%	-7

Next section.
Second line of a record – Pol eta inh	Apoferritin bind	Pol beta inh	Glioma ERSR ind	BLM inh	APEX1 inh	POLK inh	POLI inh	LDHA inh
51: Cc1ccc2cc(NC(=O)Cc3ccccc3)ccc2n1
→ -17%	7%	21%	-7%	-1%	-10%	2%	44%[activator]	1
52: COc1ccccc1C(=O)NNC(=O)CCCN1C(=O)/C(=C/c2cccs2)SC1=S
→ ?	-7%	2%	-6%	-5%	6%	0%	11%	-13
53: O=C1CSC(c2ccccc2[N+](=O)[O-])N1c1cccc(F)c1 (configuration not stated)
→ -9%	-10%	31%[activator]	-4%	-5%	17%	0%	147%[activator]	-5
54: C1CC1Cc1noc(CN2CCN(C3C4CC5CC(C4)CC3C5)CC2)n1 (configuration not stated)
→ -19%	-8%	0%	-1%	-3%	0%	4%[60.1 µM]	-12%	-2
55: O=[N+]([O-])c1cccnc1Oc1ccc(OCc2ccccc2)cc1
→ -27%	-20%	-1%	5%	-4%	24%	-11%	42%[activator]	-2
56: COC(=O)c1ccc(C(=O)NC(=S)Nc2nc3c(s2)CCCC3)cc1
→ -7%	-14%	-17%	0%	2%	3%	-8%	15%	0

Source: PubChem
